V-ATPase pHluor: alters yeast V-ATPase proton transport; S. cerevisiae, pHLuorin cytosolic pH fluorescence; response, % at 10 µM; 350,000 compounds, 0.37% hits; AID 504577; in the data active = response mostly above about 7.3%, no sharp cut-off; inactive = mostly below about 5.4%; also: actives read high; inactives centre near 0; some compounds called inactive have numbers as strong as hits; reference of the scale not given here
DSG3 Ab inh: human desmoglein-3 autoantibody binding inhibition. P32926. 310,000 compounds, 0.48% hits. AID 588358. DSG3-coupled beads, scFv-anti-DSG3-GFP binding, flow cytometry; active compounds read low. binding (percent of control), % at 10 µM;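 active = binding more than 3 SD below its plate's average and above zero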;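 also: hits lower antibody fragment binding to DSG3; some compounds called inactive have numbers as strong as hits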
DAGLB inhibitor: blocks human DAGLB lipase activity; Q8NCG7; HEK293T DAGLB membrane lysate, EnzChek fluorogenic substrate; inhibition, % at 5.17 µM; 340,000 compounds, 0.059% hits; AID 504411; in the data active = inhibition above about 34%;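 also: 0% = enzyme with vehicle and 100% = wells lacking enzyme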
Target sequence (Q8NCG7 whole entry, looked up): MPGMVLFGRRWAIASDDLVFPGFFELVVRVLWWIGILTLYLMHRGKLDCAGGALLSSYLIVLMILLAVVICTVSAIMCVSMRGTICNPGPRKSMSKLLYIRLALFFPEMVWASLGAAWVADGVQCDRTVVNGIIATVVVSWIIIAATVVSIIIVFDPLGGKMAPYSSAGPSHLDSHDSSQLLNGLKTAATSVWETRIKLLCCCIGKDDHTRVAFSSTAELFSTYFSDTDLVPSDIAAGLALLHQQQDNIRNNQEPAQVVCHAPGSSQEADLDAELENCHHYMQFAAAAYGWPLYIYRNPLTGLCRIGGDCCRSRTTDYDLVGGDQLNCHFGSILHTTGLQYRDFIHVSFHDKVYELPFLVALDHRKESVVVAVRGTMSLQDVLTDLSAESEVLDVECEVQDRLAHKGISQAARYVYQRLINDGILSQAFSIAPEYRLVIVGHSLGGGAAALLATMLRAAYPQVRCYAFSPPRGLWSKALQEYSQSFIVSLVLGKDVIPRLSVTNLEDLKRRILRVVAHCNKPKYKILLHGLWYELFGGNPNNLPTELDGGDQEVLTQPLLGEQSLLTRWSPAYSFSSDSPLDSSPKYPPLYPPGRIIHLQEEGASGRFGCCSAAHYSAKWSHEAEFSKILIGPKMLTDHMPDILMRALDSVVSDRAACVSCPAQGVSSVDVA
HTR5A ag ctr: counter-screen for OPRM1-OPRD1 agonists: human HTR5A agonism. activation, % at 9.3 µM. 340,000 compounds, 0.61% hits. HTR5A agonist assay, luminescence, cell-based. P47898; in the data active = activation mostly above about 9.5%, no sharp cut-off; inactive = mostly below about 7.6%;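 also: 0% = cells with vehicle only and 100% = reference agonist; strong numbers were not always called active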
PKA-R2B activ: PKA-R2B complex activation. 340,000 compounds, 0.079% hits. P22694+P31323. PKA-R2B holoenzyme dissociation, Cy5-IP20 fluorescence polarization; R2B truncated from residue 108, S112A mutant; 0% DMSO only, 100% 113 µM cGMP. activation, % at 11.4 µM;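 active = activation above a cutoff set at the mean over all compounds plus 3 SD, cut at about 18% in these data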;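 also: higher means more holoenzyme dissociation and a rise in polarization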
HTR5A inv ag: inverse agonist of human HTR5A in OPRM1-OPRD1 counter-screen; 340,000 compounds, 0.083% hits; AID 504634; HTR5A cell line, luminescence, inverse agonism; inhibition, % at 9.3 µM; in the data active = inhibition mostly above about 23%, no sharp cut-off; inactive = mostly below about 18%;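 also: 0% = cells with DMSO and 100% = no-cell wells with DMSO; some compounds called inactive have numbers as strong as hits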
PKA-R1A act: activators of PKA-R1A complex; P00514+P68181; PKA-R1A dissociation, Cy5-IP20 fluorescence polarization; scaled: DMSO 0%, 113 µM cGMP 100%; activation, % at 11.4 µM; 340,000 compounds, 0.083% hits;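 active = percent activation above the mean of all tested compounds plus 3 SD, cut at about 19% in these data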;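 also: higher means more PKAc released from R1A so a rise in polarization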
MOR-DOR ag: OPRM1-OPRD1 heterodimerization agonism; 340,000 compounds, 0.3% hits; AID 504326; cells, luminescence; activation, % at 9.3 µM; in the data active = activation above about 18%;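 also: 0% = vehicle-treated cells and 100% = reference agonist; values of inactives mirror those of a sister screen read the other way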
Arr AP2 block: inhibitors of human beta-arrestin and AP2 interaction; FITC-arrestin peptide / GST-AP2 beads, flow cytometry; AP2 beta2 appendage carries R879A mutation; inhibition, % at 10 µM; 340,000 compounds, 0.31% hits; AID 504490;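 active = inhibition above a set limit, near 3 SD of compounds lacking own fluorescence, cut at about 54% in these data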;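 also: plate controls were DMSO wells for no effect and 5 µM unlabelled arrestin peptide for full effect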
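System: GST-AP2 R879A glutathione beads; medium: PBS, Tween 20 0.05%, BSA 0.1%; reagent: fluorescein-tagged arrestin peptide at 50 nM final; schedule: pre-incubation 12 min, peptide binding 1 h, room temperature; detection: flow cytometry, FL1 (488/535 nm); read-out: inhibition as reduced fluorescein signal on beads, percent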
MOR-DOR inv ag: inverse agonists of human mu-delta opioid receptor heterodimerization | P35372+P41143 | 340,000 compounds, 0.21% hits | inhibition, % at 9.3 µM | cell-based MOR-DOR heterodimer luminescence, inverse agonism; in the data active = inhibition above about 22%, passing the limit was not always enough;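 also: 0% = cells with DMSO and 100% = wells without cells with DMSO; values of inactives mirror those of a sister screen read the other way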
* marks the source's active call; other numbers are inactive results; nt = no result given.

SMILES	V-ATPase pHluor	DSG3 Ab inh	DAGLB inhibitor	HTR5A ag ctr	PKA-R2B activ	HTR5A inv ag	PKA-R1A act	MOR-DOR ag	Arr AP2 block	MOR-DOR inv ag
COc1ccccc1/C=C/CN1CCC(Oc2ccc(C(=O)N3CCCCC3)cc2)CC1	-2.9	104.7	-1.8	-2.9	-11.0	-5.0	-3.0	-1.8	36.5	10.1
Cn1nccc1C(=O)N(CCN1CCCCC1)CC1CCCN(C2CCCC2)C1 (stereo unspecified)	-2.1	nt	-1.1	-1.1	-6.2	-35.8	-1.6	-1.9	-5.1	10.4
CCN(CC(=O)NC1CCS(=O)(=O)C1)C(=O)C(c1ccccc1)c1ccccc1 (stereo unspecified)	2.4	93.6	1.1	0.8	-6.5	-28.9	6.1	-1.9	1.1	9.6
COc1ccc(NC(=O)C2CC(=O)OC2(C)C)cc1 (stereo unspecified)	-1.9	nt	1.7	-0.4	4.4	-5.8	1.6	-3.0	-7.6	14.0
CC(=O)NC(CC(=O)OC(C)C(=O)Nc1ncc(Cl)cc1Cl)c1ccccc1 (stereo unspecified)	3.4	110.8	1.0	-6.5	2.2	15.7	0.2	-2.8	15.8	14.5
C/C(=N\NC(=O)c1cccc(N/N=C(\C)c2ccc([N+](=O)[O-])cc2)c1)c1ccc([N+](=O)[O-])cc1	3.6	78.8	-0.1	1.9	-9.7	2.3	-4.5	-4.0	26.8	20.9
COc1ccccc1OCC(O)Cn1c(Br)nc2c1c(=O)[nH]c(=O)n2C (stereo unspecified)	-4.3	nt	-3.1	6.7	2.4	7.4	-6.3	-3.7	-8.3	15.3
O=C1NC(c2ccc(Cl)cc2Cl)Oc2ccccc21 (stereo unspecified)	-1.6	105.3	-0.2	0.4	-5.8	-1.6	-1.7	-5.0	-2.4	23.0
COc1ccc(CNc2ccc(S(N)(=O)=O)cc2)cc1	-1.6	104.7	1.3	3.0	-1.4	0.2	-5.4	-0.5	-11.7	2.8
CN(C)CCCN(C(=O)c1cc(-c2cccs2)nc2ccccc12)c1nc2c(F)cccc2s1	-0.8	120.6	-5.7	3.4	2.1	-15.4	0.9	-0.4	-8.4	2.1
COc1cc2c(cc1OC)CN(C(=O)Cn1ccccc1=O)CC2	0.6	99.3	-3.4	1.9	7.0	-25.4	2.1	-1.5	6.3	7.7
O=C(NC1CCCC1)C(c1ccccn1)N(C(=O)c1csnn1)C1CCCCC1 (stereo unspecified)	-1.0	nt	-1.5	0.1	7.6	-12.7	4.0	-3.2	23.7	19.6
Cc1cccc(NC(=O)c2cc3c(=O)n4ccccc4nc3n(CC(C)C)c2=N)c1	1.6	95.0	-2.8	1.7	-1.6	-4.9	5.3	-1.2	-0.9	7.1
Cc1cc(Cl)ccc1OCC(=O)NC1CCCC1	1.5	101.2	-3.5	11.3	11.9	-8.6	-3.8	2.1	6.7	-11.8
COc1ccc(Cn2ccnc2SCC(=O)Nc2ccccc2OC)cc1	0.5	106.7	0.2	-2.5	-3.7	26.8	-3.9	-2.8	-7.5	14.3
CC(=O)N1CCN(CC(O)Cn2c3ccccc3c3ccccc32)CC1 (stereo unspecified)	0.1	123.6	0.0	-2.3	8.0	8.6	4.1	-3.5	3.8	17.7
COc1ccc(C(O)(CCC(C)C)C(CN2CCOCC2)c2ccccc2)cc1 (stereo unspecified)	1.0	97.0	-4.8	-2.0	-11.6	7.4	-10.7	6.1	16.2	-30.5
Cc1ccccc1NC(=O)c1ccc(F)c(S(=O)(=O)N2CCCCC2)c1	-1.3	101.1	-2.4	7.6	-16.9	19.0	0.7	-0.8	-7.6	4.5
Cc1nc(NC(=O)c2ccco2)sc1-c1csc(Nc2ccc(Cl)cc2)n1	-1.0	98.2	2.3	4.2	-9.1	-15.4	-7.2	-0.2	30.7	1.2
COc1ccc(-n2cc(CNC(C)c3ccncn3)c(-c3cccc(F)c3)n2)cc1 (stereo unspecified)	2.7	105.4	-1.0	-2.1	-11.4	8.6	-5.0	0.2	1.6	-0.9
Cc1cc(C)cc(NC(=O)Cn2nnc(C(=O)NCc3ccc(F)cc3)c2N)c1	-4.5	98.1	3.2	4.7	-11.3	21.1	-3.2	-0.3	-5.4	1.7
Cc1ccc(Cn2nnnc2CN2CCC(O)(c3ccc(F)cc3)CC2)cc1	0.3	100.1	-3.6	5.4	4.5	15.4	-1.2	-1.9	40.3	10.8
Cc1c(C#N)c2ncn(Cc3ccccc3)c(=O)c2n1-c1ccccc1	-1.4	114.8	0.5	-2.3	-0.9	12.1	-13.2	-2.6	-2.2	11.9
O=C1c2ccccc2CN1CCNS(=O)(=O)c1ccc(Cl)cc1	6.2	nt	-1.4	4.0	-18.1	6.9	-6.0	-4.0	1.5	16.7
OC(CNC1Cc2ccccc2C1)COc1ccc(F)cc1 (stereo unspecified)	3.6	113.5	2.8	6.1	-9.8	-9.8	3.4	-0.1	-13.7	0.6

Next section; it opens with the 5 that closed the last part.
Compound,V-ATPase pHluor,DSG3 Ab inh,DAGLB inhibitor,HTR5A ag ctr,PKA-R2B activ,HTR5A inv ag,PKA-R1A act,MOR-DOR ag,Arr AP2 block,MOR-DOR inv ag
Cc1cc(C)cc(NC(=O)Cn2nnc(C(=O)NCc3ccc(F)cc3)c2N)c1,-4.5,98.1,3.2,4.7,-11.3,21.1,-3.2,-0.3,-5.4,1.7
Cc1ccc(Cn2nnnc2CN2CCC(O)(c3ccc(F)cc3)CC2)cc1,0.3,100.1,-3.6,5.4,4.5,15.4,-1.2,-1.9,40.3,10.8
Cc1c(C#N)c2ncn(Cc3ccccc3)c(=O)c2n1-c1ccccc1,-1.4,114.8,0.5,-2.3,-0.9,12.1,-13.2,-2.6,-2.2,11.9
O=C1c2ccccc2CN1CCNS(=O)(=O)c1ccc(Cl)cc1,6.2,nt,-1.4,4.0,-18.1,6.9,-6.0,-4.0,1.5,16.7
OC(CNC1Cc2ccccc2C1)COc1ccc(F)cc1 (stereo unspecified),3.6,113.5,2.8,6.1,-9.8,-9.8,3.4,-0.1,-13.7,0.6
COc1ccc2c(c1OC)C(=O)N1N=C(c3ccc(Br)cc3)CC21 (stereo unspecified),2.1,86.9,-4.4,0.8,4.3,10.5,-0.9,-3.3,-4.5,16.7
CCC1=NC(c2ccc(OC)cc2OC)N(O)C1(C)C (stereo unspecified),2.6,95.4,-2.0,5.7,-15.1,-16.0,-6.3,0.4,13.1,-2.2
Cc1[nH]n(C(N)=S)c(=O)c1N=Nc1cccc(C(F)(F)F)c1,-1.9,87.7,4.7,5.6,6.7,-21.7,-9.6,-2.9,-4.9,16.7
CCN1CCN(c2nc3ccccc3nc2NS(=O)(=O)c2ccc(NC(C)=O)cc2)CC1,-5.5,105.8,-5.3,1.1,-9.3,-6.7,-6.2,-0.3,16.9,1.8
CSCC(=O)N1CCCC(N2CCN(c3ccc(F)cc3)CC2)C1 (stereo unspecified),-2.6,93.0,1.7,1.0,-12.3,8.7,-7.4,-3.8,44.5,19.0
O=C(O)CNC(=O)c1ccccc1NC(=O)c1ccco1,1.1,105.3,-0.9,-1.6,-4.8,-30.9,7.9,-0.2,6.2,0.7
C=CCn1c(C)nnc1SCC(=O)Nc1oc(C)c2c(C)n[nH]c(=O)c12,3.0,105.1,-0.8,9.4,-3.7,-18.5,4.4,3.8,13.8,-24.4
O=C(Nc1ccc(Nc2ccccc2)cc1)Nc1ccccc1Cl,2.6,103.0,4.9,1.7,-11.7,-5.9,-1.7,2.8,-13.7,-12.5
COCCn1c(SCC(=O)c2c(-c3ccccc3)n(C)c3ccccc23)nnc1-c1ccncc1,2.7,103.4,2.9,2.4,-4.1,-6.2,-0.9,0.4,-38.0,-1.9
O=C1C2C3CCCC3=C3CCCC3C2C(=O)N1c1ccc(F)cc1 (stereo unspecified),-2.0,102.8,-4.5,-0.4,7.3,1.3,3.0,5.3,4.8,-30.8
CCCS(=O)(=O)N1CCC(C(=O)NCCN2CCC(Cc3ccccc3)CC2)CC1,1.6,78.5,-0.1,-0.3,8.0,0.8,7.7,-1.0,0.7,5.6
CC1=CC2=NC(=O)/C(=C\c3cccn3CCOc3ccc(C)c(C)c3)C(=N)N2O1,-4.3,109.0,-9.7,-7.6,5.2,19.1,4.5,1.7,13.1,-9.2
CCSc1cc(N2CCCC2)nc(-c2cccc(C)c2)n1,6.1,102.7,-0.2,-0.9,-1.1,17.6,-0.8,-1.2,9.2,6.7
CCOc1cc(C(=O)Nc2ncn[nH]2)cc(OCC)c1OCC,6.0,109.2,-1.9,-4.9,1.3,12.3,-1.4,-2.2,-3.2,10.3
Cc1cccc(OC(=O)C2C(c3ccccc3)C(C(=O)O)C2c2ccccc2)c1 (stereo unspecified),-2.3,104.3,6.0,9.1,1.7,-1.7,2.5,-1.1,-1.2,5.7
O=C(c1cccs1)N1CCN(C2CCCCC2)CC1,4.5,102.5,-2.2,-4.8,2.9,12.5,-4.9,-2.0,-3.2,9.9
COc1ccc(CNCc2cccc(C)c2)cc1,0.2,97.5,-0.5,-5.7,-5.0,7.2,-4.6,-2.6,-8.6,12.8
Cc1nn(CCO)c2ncc(C(=O)c3cc(Cl)ccc3O)cc12,-0.9,113.6,-0.8,5.2,7.0,-3.0,10.2,1.5,-9.7,-12.4
COc1cccc2cc(C(=O)NCCN3CCOCC3)c(=O)oc12,2.0,96.7,-2.7,3.6,-8.7,-13.8,0.1,-3.5,27.1,20.4
CC(C)Cn1c(N2CCN(C(=O)/C=C/c3ccccc3)CC2)nc2ccccc21,-1.3,100.3,6.7,-3.8,-4.2,10.5,-2.7,-2.0,20.2,9.4
CCN(CC)C(=O)CSc1nc2nc(C)cc(C)c2c(=O)[nH]1,-4.5,96.7,-1.3,4.5,-6.8,16.1,-4.2,-1.6,18.5,9.2

Screening data from PubChem BioAssay.
